Bioassay records: PubChem, several laboratories
V-ATPase pH = regulators of yeast V-ATPase proton pumping, primary screen, pHLuorin cytosolic pH fluorescence. S. cerevisiae. response, % at 10 µM. hit rate 0.37% among 350,000; in the data active = response mostly above about 7.3%, no sharp cut-off; inactive = mostly below about 5.4%; note: actives read high; inactives centre near 0; some compounds called inactive have numbers as strong as hits; reference of the scale not given here
CAL PDZ FP-1 = untagged CAL PDZ binding inhibitors, primary screen, biochemical, fluorescence polarization, HTS | hit rate 0.92% among 300,000 | Golgi-associated PDZ and coiled-coil motif-containing protein (Homo sapiens), Q9HD26 | inhibition, % at 24.9 µM | AID 602252, 2012 | purified CAL PDZ, TMR-peptide fluorescence polarization, 1 h;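 active = mean inhibition of at least 30% with at least half of replicates also reaching 30%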;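 note: 0% = DMSO neutral control and 100% = excess unlabeled competitor peptide PRC23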
RTF Ca sens inh = cardiac RTF calcium sensitivity inhibitors, primary screen, biochemical, IANBD-TnC fluorescence, EC70 calcium; Troponin I, cardiac muscle (Homo sapiens) + Troponin T, cardiac muscle (Homo sapiens) + …; IANBD-labeled cardiac RTF, Ca2+ fluorescence; inhibition, % at 7.15 µM; hit rate 0.12% among 340,000;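 active = inhibition above the mean inhibition of all tested compounds plus 3 SD, cut at about 17% in these data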;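 note: assay run at fixed EC70 calcium of 1.6 mM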
Keap1-Nrf2 PPI = Keap1-Nrf2 protein-protein interaction inhibitors, primary screen, biochemical, fluorescence polarization, single point; Kelch-like ECH-associated protein 1 (Homo sapiens), Q14145; Keap1 Kelch-Nrf2 peptide fluorescence polarization, 1536-well; inhibition, % at 9.4 µM; hit rate 0.15% among 340,000; AID 504523, 2011; in the data active = inhibition above about 12%;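 note: human Keap1 Kelch domain with fluorescein labeled Nrf2 9mer peptide probe; 0% = neutral control wells and 100% = peptide positive control; higher means more block of Keap1 binding to Nrf2 peptide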
Target sequence (Q14145 whole entry, looked up, the tested form may be a part): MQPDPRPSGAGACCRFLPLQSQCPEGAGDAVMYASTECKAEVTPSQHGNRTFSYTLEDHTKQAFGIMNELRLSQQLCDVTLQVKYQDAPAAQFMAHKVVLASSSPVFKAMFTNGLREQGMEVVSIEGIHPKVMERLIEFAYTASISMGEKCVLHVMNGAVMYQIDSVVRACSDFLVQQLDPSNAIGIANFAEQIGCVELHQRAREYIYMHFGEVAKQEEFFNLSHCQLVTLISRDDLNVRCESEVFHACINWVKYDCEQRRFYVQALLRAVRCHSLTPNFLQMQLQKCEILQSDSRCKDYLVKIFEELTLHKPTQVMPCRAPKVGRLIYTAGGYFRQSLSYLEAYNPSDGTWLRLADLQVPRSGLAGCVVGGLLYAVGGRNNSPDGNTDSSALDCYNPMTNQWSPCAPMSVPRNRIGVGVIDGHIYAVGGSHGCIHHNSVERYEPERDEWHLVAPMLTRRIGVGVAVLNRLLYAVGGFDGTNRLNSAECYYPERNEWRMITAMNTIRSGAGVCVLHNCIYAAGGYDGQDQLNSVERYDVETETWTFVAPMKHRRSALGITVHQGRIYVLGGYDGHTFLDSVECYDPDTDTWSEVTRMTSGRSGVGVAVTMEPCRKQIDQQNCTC
DAGLB inhibitor = DAGLB lipase inhibitors, primary screen, biochemical, fluorescence, HTS; Diacylglycerol lipase-beta (Homo sapiens), Q8NCG7; HEK293T DAGLB membrane lysate, EnzChek fluorogenic substrate; inhibition, % at 5.17 µM; hit rate 0.059% among 340,000; in the data active = inhibition above about 34%;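 note: 0% = enzyme with vehicle and 100% = wells lacking enzyme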
LANA DNA inh = inhibitors of KSHV C-LANA binding to DNA, primary screen, biochemical, fluorescence polarization, FAM-LBS DNA, MBP-C-LANA, single point; Kaposi's sarcoma herpesvirus LANA C-terminal domain (residues 932-1162) DNA binding; inhibition, % at 9 µM; hit rate 0.078% among 340,000; AID 504423, 2011;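 active = highest replicate inhibition at or above 60% at 9 µM, even if other replicates fall short; inactive = all replicates below 60% inhibition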;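 note: 0% = neutral control wells and 100% = 4 µM acridine orange control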
Pemphigus Ab inh = inhibitors of pemphigus antibody binding to DSG3, primary screen, biochemical, bead-based, flow cytometry, scFv-GFP; DSG3-coupled beads, scFv-anti-DSG3-GFP binding; active compounds read low; hit rate 0.48% among 310,000; Desmoglein-3 (Homo sapiens), P32926; binding (percent of control), % at 10 µM;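 active = binding more than 3 SD below its plate's average and above zero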;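 note: hits lower antibody fragment binding to DSG3; some compounds called inactive have numbers as strong as hits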
NSD2 HMT inh = NSD2 histone methyltransferase inhibitors, primary screen, biochemical, AlphaScreen, single concentration, set 2. hit rate 0.54% among 310,000. NSD2 peptide methylation, 120 min. AID 743445, 2014. Histone-lysine N-methyltransferase NSD2 (Homo sapiens), O96028. inhibition, % at 12.5 µM; in the data active = inhibition above about 50%
Arr AP2 block = inhibitors of beta-arrestin/AP2 binding, primary screen, biochemical, GPCR trafficking, flow cytometry | FITC-arrestin peptide / GST-AP2 beads; AP2 beta2 appendage carries R879A mutation | inhibition, % at 10 µM | hit rate 0.31% among 340,000 | AID 504490, 2011;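 active = inhibition above a set limit, near 3 SD of compounds lacking own fluorescence, cut at about 54% in these data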;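 note: plate controls were DMSO wells for no effect and 5 µM unlabelled arrestin peptide for full effect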
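test system = AP2 appendage R879A on GSH beads | buffer or medium = PBS plus Tween 20 (0.05%) and BSA (0.1%) | incubation = 12 min plus 1 h, RT | detection = bead flow cytometry, FITC channel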
CAL PDZ FP-2 = CAL PDZ peptide-binding inhibitors, primary screen, biochemical, fluorescence polarization, Cer-tagged CAL PDZ, HTS | AID 504414, 2011 | Golgi-associated PDZ and coiled-coil motif-containing protein (Homo sapiens), Q9HD26 | purified CAL PDZ, TMR-peptide fluorescence polarization, 1 h | inhibition, % at 20 µM | hit rate 0.02% among 330,000;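 active = highest replicate inhibition of at least 40%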;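 note: plate controls were DMSO neutral control wells for no effect and unlabeled competitor peptide control wells for full effect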
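Assay system – tagged CAL PDZ protein CerCALP, purified · Timing – 1 h at RT · Compound – single point, 20 µM · Measured by – fluorescence polarization from S- and P-plane intensities, G-factor corrected · Evaluation – inhibition from polarization loss · Probe or stimulus – TMR reporter peptide T*-PRC34 · Buffer or medium – pH 7.4 phosphate-saline buffer, reducing agent, detergent, IgG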
* = called active by the depositor; nt = no result given; & = joins results of further samples. Only part of the results is shown; count on the stated rates, not on these rows.

SMILES	V-ATPase pH	CAL PDZ FP-1	RTF Ca sens inh	Keap1-Nrf2 PPI	DAGLB inhibitor	LANA DNA inh	Pemphigus Ab inh	NSD2 HMT inh	Arr AP2 block	CAL PDZ FP-2
COc1cc(/C=C(\CCC(=O)O)c2nc3ccccc3s2)ccc1OCC(=O)Nc1c(Cl)cccc1Cl	1	nt	-12	-1	0	0.8	86	15	-6	-3.2
CN(C)CCn1c(C(=O)Nc2ccccc2)cc2ccccc21	2	5	2	-1	-8	1.8	102	8	21	-3.2
C/C(=N\NC(=O)C1CC1(C)c1ccccc1)c1ccco1 (configuration not stated)	0	1	-4	-4	-2	-1.6	98	-1	45	-0.2
O=C(c1ccc(F)cc1)N1CCC(C(=O)N2CCN(S(=O)(=O)c3cccc(Cl)c3)CC2)CC1	-4	-4	6	0	1	-0.5	102	8	-1	-1.0
CCNc1nc(Sc2ccc(C)cc2)cc(C(F)(F)F)n1	-1	-3	-2	-1	-13	-0.3	96	-3	-2	0.7
COc1ccc(CNC(=O)CC2Sc3ccccc3NC2=O)cc1 (configuration not stated)	-1	nt	1	3	1	0.3	99	2	-21	-1.6
COc1ccc(CN=C(Nc2ccccc2)SC2CC(=O)NC2=O)cc1 (configuration not stated)	-2	-4	-3	3	-2	0.0	126	nt	46	-1.9
Cn1c(=O)c2c(SCc3cccc(C(F)(F)F)c3)nc(-c3ccco3)nc2n(C)c1=O	-2	-4	-1	3	1	-2.8	97	nt	30	nt
CC1CCN(C(=O)c2nc[nH]c2C(=O)N2CCC(C)CC2)CC1	-5	-2	-13	-5	0	0.3	107	nt	5	0.2
O=CN/C=C/c1cccc(O)c1	-2	-7	-10	-2	1	-2.4	87	-1	-9	0.5
CN(C(=O)c1ccccc1)C(=O)c1ccccc1	-4	nt	nt	nt	-7	nt	106	-5	nt	nt
Cc1c(NC(=O)CN2c3cccc4cccc(c34)S2(=O)=O)c(=O)n(-c2ccccc2)n1C	-1	1	-1	2	-1	0.5	96	0	-24	-0.5
CS(=O)(=O)NC1c2cccc3cccc(c23)C1N1CCOCC1 (configuration not stated)	5	1	-5	-4	0	0.4	121	-2	5	-2.5
Cc1ccc(SC(C)C(=O)NCc2ccncc2)cc1 (configuration not stated)	1	-2	-9	-8	-3	-1.9	97	-1	-4	9.2
C=CCNc1cc(C)oc(=O)c1C(=O)CC	7	-1	-6	-2	-3	0.4	95	0	27	-1.9
CCC(=O)NCCCc1nc2ccccc2n1Cc1ccccc1F	0	-2	2	-5	-2	-2.5	99	-1	2	-2.3
COc1ccc(COc2cccc(C=O)c2)cc1	-1	-2	-15	-4	-3	-0.2	113	nt	7	-0.6
Cc1ccc(NC(=O)COC(=O)c2ccc3c(c2)C(=O)N(CCc2ccccc2)C3=O)c(C)c1	4	-4	-1	-5	-3	-0.3	101	1	-2	-2.8
COc1ccc(/C=N\N=C2/SC(CC(=O)O)C(=O)N2c2ccc(O)cc2)cc1 (configuration not stated)	4	-4	-2	6	1	-0.6	120	-2	56*	-2.9
CC(OC(=O)c1ccc(Cl)c(S(=O)(=O)Nc2ccc(F)cc2)c1)C(=O)NC(N)=O (configuration not stated)	1	-5	-7	-6	4	0.7	94	-1	0	-2.2
CN1CCc2nc(NC(=O)COc3ccc(C#N)cc3)sc2C1	1	-2	-4	-7	1	0.9	98	19	-18	-2.1
C[C@H](CO)N1C[C@H](C)[C@@H](CN(C)C(=O)Nc2ccc3c(c2)OCO3)Oc2c(NC(=O)Nc3ccc4c(c3)OCO4)cccc2C1=O	7	-1	-5	0	2	0.6	100	nt	-13	-1.0
Cc1[nH]c2ccc(-c3n[nH]c(=S)n3Cc3ccccc3)cc2c1C	-4	-5	-6	0	3	-1.1	98	-1	7	0.2
Cc1ccc(C(=O)NC2CCN(C(=O)N3CCOCC3)CC2)cc1	-1	0	-2	-1	0	-0.1	nt	-5	13	nt
O=C(OCC(=O)N1CCN(c2cccc(Cl)c2)CC1)c1ccco1	4	-2	-14	-4	-4	-1.3	nt	0	2	-3.2

Next section:
SMILES	V-ATPase pH	CAL PDZ FP-1	RTF Ca sens inh	Keap1-Nrf2 PPI	DAGLB inhibitor	LANA DNA inh	Pemphigus Ab inh	NSD2 HMT inh	Arr AP2 block	CAL PDZ FP-2
COc1ccc(C(c2nnnn2CS(=O)(=O)c2ccc(C)cc2)N2CCN(c3ncccn3)CC2)cc1 (configuration not stated)	-4	1	10	-1	-20	0.6	95	1	4	-1.5
CCOC(=O)/C=C/C(=O)OCC(=O)Nc1cccc(Br)c1	-2	-2	-6	-10	-2	-0.6	102	nt	-6	-0.8
COc1ccc(Cl)cc1NC(=O)CNc1ccccc1CN(C)C1CCCCC1	1	-5	6	6	-10	-0.8	119	1	6	-0.4
Cc1ccc(C)c(C(=O)COC(=O)c2cc([N+](=O)[O-])ccc2N2CCOCC2)c1	0	-3	-34	1	-4	0.4	98	3	10	-2.5
COc1cccc(OC(=O)CSc2nnc(-c3ccccc3Br)o2)c1	-2	-1	-3	-7	-4	-3.3	nt	0	-10	-2.0
CCOc1cc(C2NC(=O)NC(O)(C(F)(F)F)C2C(=O)c2ccccc2)ccc1OC (configuration not stated)	3	3	-4	2	-5	-1.0	95	0	7	-1.8
COc1ccc2cc(S(=O)(=O)N3CCOCC3)ccc2c1	1	1	-10	-3	-5	0.8	nt	nt	-9	-1.4
CSc1cccc(NC(=S)NN(C)C)c1	3	64*	0	-4	-3	0.9	nt	0	-12	-0.4
Cc1[nH]c2ccccc2c1C(=O)COC(=O)c1ccccc1O	-1	3	1	-3	-3	1.8	114	-1	32	-0.9
CC1=NCC(C)c2c1[nH]c1ccccc21 (configuration not stated)	0	0	-20	-2	0	-2.9	nt	17	-1	-0.1
CCC(C(=O)NCCN1CCOCC1)n1c2ccccc2c2nc(=O)cc(C)n21 (configuration not stated)	-1	0	0	1	0	2.9	101	1	-14	-0.5
COc1cccc(-c2ccc(SCC(=O)NCCc3ccccc3)nn2)c1	-3	8	1	-4	0	-0.2	116	7	5	-0.2
COCCn1c(SCC(=O)Nc2cccc(F)c2)nc2c([nH]c3ccccc32)c1=O	-4	-4	1	-2	3	0.4	97	0	5	-0.3
CCOc1cccc(-c2cc(=O)[nH][nH]2)c1	-1	-4	9	-5	8	1.6	97	6	74*	-1.0
O=C(O)/C=C/c1ccccc1[N+](=O)[O-]	5	-1	1	-4	1	3.8	97	-1	-1	1.3
O=C(Cn1cc(Cl)c([N+](=O)[O-])n1)NCCC1=CCCCC1	-3	-7	3	-5	1	-1.1	nt	-6	-2	-1.2
Cc1cc2nc(/N=C(\N)NC(=O)N3c4ccccc4Sc4ccccc43)nc(C)c2cc1C	-5&-3	2&-1	-2&-35	-9&-1	-2&-6	0.7&0.5	114&93	-1&-2	4&25	0.0&-1.2
COc1ccc(S(=O)(=O)N2CCc3ccccc3C2)cc1C(=O)O	-2	-7	0	0	1	-0.7	105	-2	-4	-1.8
COc1ccc(-c2cn[nH]c2-c2ccc(OCc3ccccc3)cc2O)cc1OC	-2	3	2	-5	-1	0.3	86	2	-28	-1.0
CCn1c(=O)c(=O)n(CC)c2cc(S(=O)(=O)N3CCc4ccccc43)ccc21	2	nt	6	-5	-1	1.2	103	nt	3	-0.4
COc1ccc(/C=C(\NC(=O)c2ccc(Cl)cc2)C(=O)NCc2cccnc2)cc1OC	-1	nt	nt	nt	-5	nt	101	-1	nt	nt
Cc1ccc(S(=O)(=O)NC(CC(=O)N2CCc3ccccc32)c2ccco2)cc1 (configuration not stated)	2	4	-2	-1	-1	-0.8	nt	2	17	-0.1
c1ccc(CNn2nnnc2-c2ccccc2)cc1	3	nt	-10	-1	-3	0.6	96	-8	-5	-1.7
CCCCc1nnc(NC(=O)C2CCCO2)s1 (configuration not stated)	1	-4	-38	-6	-2	0.2	99	-1	2	-3.0
O=C(Nc1ccc2cccnc2c1)c1ccc(Br)cc1	0	-5	-2	-6	-12	2.0	100	-2	12	nt

Copied from the listing for reference:
SMILES	V-ATPase pH	CAL PDZ FP-1	RTF Ca sens inh	Keap1-Nrf2 PPI	DAGLB inhibitor	LANA DNA inh	Pemphigus Ab inh	NSD2 HMT inh	Arr AP2 block	CAL PDZ FP-2
COc1ccc(C(c2nnnn2CS(=O)(=O)c2ccc(C)cc2)N2CCN(c3ncccn3)CC2)cc1 (configuration not stated)	-4	1	10	-1	-20	0.6	95	1	4	-1.5
CCOC(=O)/C=C/C(=O)OCC(=O)Nc1cccc(Br)c1	-2	-2	-6	-10	-2	-0.6	102	nt	-6	-0.8
COc1ccc(Cl)cc1NC(=O)CNc1ccccc1CN(C)C1CCCCC1	1	-5	6	6	-10	-0.8	119	1	6	-0.4
Cc1ccc(C)c(C(=O)COC(=O)c2cc([N+](=O)[O-])ccc2N2CCOCC2)c1	0	-3	-34	1	-4	0.4	98	3	10	-2.5
COc1cccc(OC(=O)CSc2nnc(-c3ccccc3Br)o2)c1	-2	-1	-3	-7	-4	-3.3	nt	0	-10	-2.0
CCOc1cc(C2NC(=O)NC(O)(C(F)(F)F)C2C(=O)c2ccccc2)ccc1OC (configuration not stated)	3	3	-4	2	-5	-1.0	95	0	7	-1.8
COc1ccc2cc(S(=O)(=O)N3CCOCC3)ccc2c1	1	1	-10	-3	-5	0.8	nt	nt	-9	-1.4
CSc1cccc(NC(=S)NN(C)C)c1	3	64*	0	-4	-3	0.9	nt	0	-12	-0.4

Compound profiles, from the list above. Order of screens: V-ATPase pH | CAL PDZ FP-1 | RTF Ca sens inh | Keap1-Nrf2 PPI | DAGLB inhibitor | LANA DNA inh | Pemphigus Ab inh | NSD2 HMT inh | Arr AP2 block | CAL PDZ FP-2
COc1ccc(CNC(=O)CC2Sc3ccccc3NC2=O)cc1 (configuration not stated) is listed as -1 | nt | 1 | 3 | 1 | 0.3 | 99 | 2 | -21 | -1.6
Cc1ccc(NC(=O)COC(=O)c2ccc3c(c2)C(=O)N(CCc2ccccc2)C3=O)c(C)c1 is listed as 4 | -4 | -1 | -5 | -3 | -0.3 | 101 | 1 | -2 | -2.8
